# M17LAP inhibition: P. falciparum M17LAP inhibitors, primary screen, biochemical, fluorogenic H-Leu-NHMec substrate, 1536-well (AID 1619); recombinant M17LAP, H-Leu-NHMec fluorogenic kinetic assay; higher % means a stronger effect; inhibition, % at 30 µM; hits with a dose series show IC50 in µM; 220,000 tested, 0.38% active;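 active means compound inhibiting the enzyme by more than half at any dose during confirmatory dose-response retesting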;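 further: plate controls were full reaction with DMSO carrier for no effect and no enzyme background for full effect; strong numbers were not always called active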
# KOR beta-arrestin-1: KOR agonists, beta-arrestin recruitment, primary screen, cell-based, luminescence, uHTS (AID 1777) | KOR beta-arrestin recruitment, luminescence; higher % means a stronger effect | activation, % at 10 µM, or EC50 in µM where a hit was titrated | 280,000 tested, 0.02% active; in the data active means activation above about 50%, passing the limit was not always enough; further: a part of the inactive calls stands beside numbers as strong as those of hits
# M1AAP inhibition: malaria alanyl aminopeptidase activity blockers – biochemical, fluorogenic H-Leu-NHMec substrate, 1536-well (AID 1445). recombinant M1AAP, H-Leu-NHMec fluorogenic kinetic assay; higher % means a stronger effect. one-dose inhibition, % at 30 µM; IC50 in µM for titrated hits. 220,000 tested, 0.42% active;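 active means primary inhibition above the hit cutoff, then over 50% inhibition at one or more dose response concentrations, cut at about 23% in these data, passing the limit was not always enough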;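 further: plate controls were DMSO full reaction for no effect and no enzyme background for full effect; strong numbers were not always called active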
# AID2073: inhibitors of Mint1-CaV2.2 protein interaction, biochemical, HTRF (AID 2073). HTRF protein-protein interaction, Mint1-CaV2.2; higher % means a stronger effect. one-dose inhibition, % at 20 µM; IC50 in µM for titrated hits. 290,000 tested, 0.19% active; in the data active means inhibition mostly above about 51%, no sharp cut-off; further: some results filed as inactive read as strong as hits
# HEK293 NOD2/NF-kB: NOD2 signaling inhibitors, cell-based, luminescence, uHTS, HEK293 (AID 1566) | HEK293 NOD2/NF-kB luciferase reporter, luminescence; higher % means a stronger effect | one-dose inhibition, % at 4 µM; EC50 in µM for titrated hits | 290,000 tested, 0.63% active; further: many of its hits are not listed in these tables
# Dynein cargo inh: blocks dynein driven cargo transport along microtubules; 3617.4 mouse cells, GR-EGFP nuclear translocation imaging; test concentration mostly 20 µM; stimulated with dexamethasone, 1 µM; stronger effect = lower value; z-score, hits read low; 220,000 tested, 0.47% active; AID 1381;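 active means plate z-score of nuclear minus cytoplasmic receptor signal below a set negative limit, without overly bright fluorescence or cell loss, cut at about -3.5 in these data, passing the limit was not always enough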;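 further: z-score of nuclear minus cytoplasmic ring GR-EGFP intensity difference per well; some compounds called inactive have numbers as strong as hits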
#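 medium = tetracycline-free induction medium containing charcoal-stripped FBS | also added = 1.0 µM final dexamethasone stimulus | schedule = 48 h induction, 1 h compound, 30 min dex at 37 °C | technique = fixed, Hoechst-stained cells imaged at 10x for EGFP | measure = GR-EGFP nuclear translocation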
# NOD1 inhibition: NOD1 signaling inhibitors, primary screen, cell-based, luminescence, uHTS (AID 1578) | NOD1-driven NF-kB luciferase reporter cells, luminescence; higher % means a stronger effect | one-dose inhibition, % at 4 µM; EC50 in µM for titrated hits | 290,000 tested, 1% active; in the data active means inhibition mostly above about 36%, no sharp cut-off; inactive means mostly below about 34%;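 further: HEK-293T reporter cells stimulated with the NOD1 agonist gamma-tri-DAP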
# GPR55 beta-arrestin: GPR55 agonists via beta-arrestin recruitment, primary screen, imaging, U2OS cells, beta-arrestin-GFP redistribution (AID 1961). U2OS GPR55 beta-arrestin-GFP redistribution imaging; higher % means a stronger effect. 290,000 tested, 0.048% active. activation, % at 10 µM, or EC50 in µM where a hit was titrated;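 active means activation above 40% with more than 50 cells counted in the well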;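 further: U2OS osteosarcoma cells stably expressing GPR55 and beta-arrestin-GFP; plate controls were DMSO negative control for no effect and LPI positive control for full effect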
# KOR beta-arrestin-2: KOR antagonists, beta-arrestin recruitment, cell-based, luminescence, uHTS (AID 1778); KOR beta-arrestin recruitment, luminescence, antagonist mode; higher % means a stronger effect; inhibition, % at 10 µM; hits with a dose series show IC50 in µM; 290,000 tested, 0.091% active; further: strong numbers were not always called active
# Dynein cargo inh cytoplasmic EGFP: recorded beside Dynein cargo inh, whose call it bears; z-score; measured here: cytoplasmic GR-EGFP intensity; stronger effect = higher value
# Dynein cargo inh nuclear GR-EGFP: further read-out of Dynein cargo inh, marked with its call; z-score; measured here: nuclear GR-EGFP intensity;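 lower value marks the stronger effect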
# Dynein cargo inh cell count: second read-out of Dynein cargo inh, no call of its own (marks repeat the call); z-score; measured here: cell count per field
# The depositor's hits bear a star; nt = no result given; [ ] = another dose, or the depositor's remark. Unless noted, no stated cut-off is given here; in the data, active means inhibition above about 50%; inactive means the rest. Some of the compounds tested, so the mix of outcomes need not match the whole.
SMILES,M17LAP inhibition,KOR beta-arrestin-1,M1AAP inhibition,AID2073,HEK293 NOD2/NF-kB,Dynein cargo inh,Dynein cargo inh cytoplasmic EGFP,Dynein cargo inh nuclear GR-EGFP,Dynein cargo inh cell count,NOD1 inhibition,GPR55 beta-arrestin,KOR beta-arrestin-2
COCc1cc(C)nc(Nc2ccc(C)cc2C)c1C#N,6%,-1.9%,0%,6%,11%,0.058,-0.093,0.41,0.15,nt,-0.1%,24%
CCOc1ccc(N(CC(=O)NC2CCCC2)C(=O)Cn2nnc(-c3ccc(C)o3)n2)cc1,nt,-6.5%,nt,3%,-8%,nt,nt,nt,nt,16%,0.6%,-5%
CC1=CS/C(=C(/C#N)C(=O)N2CCCCC2)N1c1ccccc1,30%,-2.9%,4%,8%,11%,-0.23,-0.082,0.31,-0.79,-11%,-0.1%,-16%
COc1ccc(-n2nc(C(=O)NCC(=O)Nc3ccc(F)cc3)c3ccccc3c2=O)cc1,nt,2.3%,nt,9%,-25%,nt,nt,nt,nt,-30%,-0.2%,-34%
Cc1ccc(Cn2ccc(=O)c(Cc3c(Cl)cccc3Cl)c2C)cc1,10%,6.4%,-1%,-3%,14%,0.16,-0.2,-0.088,0.26,0%,-0.3%,-24%
O=C(c1ccc(F)c(F)c1)N1CCC2(CC1)NCCc1[nH]cnc12,nt,-1.5%,nt,2%,-15%,nt,nt,nt,nt,-5%,-0.2%,-9%
C=CC[n+]1cccc(-c2cc3ccc(C)cc3[nH]2)c1,nt,-2.5%,nt,7%,-2%,nt,nt,nt,nt,-3%,0.5%,3%
COc1ccc(NC(=O)c2cc3c(CO)cnc(C)c3oc2=Nc2cccc(C)c2)c(OC)c1,nt,0.6%,nt,11%,25%,nt,nt,nt,nt,-5%,0.5%,18%
COc1ccc(/C=C/C(=O)N2CCC(C(N)=O)CC2)cc1S(=O)(=O)N1CCOCC1,10%,2.3%,12%,-3%,-2%,0.83,-0.28,0.29,0.66,5%,0.5%,-7%
O=C(c1ccc(NC2=NC3CS(=O)(=O)CC3S2)cc1)N1CCN(Cc2ccccc2)CC1 (centres undefined),-5%,-1.8%,5%,48%,-5%,2.6,-0.07,1.9,-1.5,-16%,-0.2%,3%
CCn1c(=O)c([N+](=O)[O-])c(NCC(O)c2ccccc2)c2ccccc21 (centres undefined),-3%,-1.1%,3%,38%,11%,0.45,-0.09,0.29,0.098,-3%,-0.3%,0%
Cc1ccccc1OCc1nnc(SCC(=O)O)n1-c1cccc(Cl)c1,nt,-1.9%,nt,18%,-12%,nt,nt,nt,nt,-2%,-0.1%,28%
COCCNC(=O)C1CC(c2cccc([N+](=O)[O-])c2)=NO1 (centres undefined),12%,4.9%,8%,6%,8%,2,0.0036,1.3,-1.1,-8%,0.1%,-16%
Cc1sc(/C=C2\C(=O)ON=C2c2ccccc2)cc1Br,12%,1.5%,3%,4%,11%,-0.71,-0.11,-0.71,0.5,-17%,-0.2%,33%
Cn1nccc1C(=O)Nc1ccn(C23CC4CC(CC(C4)C2)C3)n1,6%,6.2%,-1%,-1%,8%,-0.73,-0.097,-0.27,0.76,14%,-0.3%,-30%

# Among those listed so far, these have a Cl atom.
SMILES,M17LAP inhibition,KOR beta-arrestin-1,M1AAP inhibition,AID2073,HEK293 NOD2/NF-kB,Dynein cargo inh,Dynein cargo inh cytoplasmic EGFP,Dynein cargo inh nuclear GR-EGFP,Dynein cargo inh cell count,NOD1 inhibition,GPR55 beta-arrestin,KOR beta-arrestin-2
Cc1ccc(Cn2ccc(=O)c(Cc3c(Cl)cccc3Cl)c2C)cc1,10%,6.4%,-1%,-3%,14%,0.16,-0.2,-0.088,0.26,0%,-0.3%,-24%
Cc1ccccc1OCc1nnc(SCC(=O)O)n1-c1cccc(Cl)c1,nt,-1.9%,nt,18%,-12%,nt,nt,nt,nt,-2%,-0.1%,28%

# Returning to the listing; the two compounds before the break are reprinted first.
SMILES,M17LAP inhibition,KOR beta-arrestin-1,M1AAP inhibition,AID2073,HEK293 NOD2/NF-kB,Dynein cargo inh,Dynein cargo inh cytoplasmic EGFP,Dynein cargo inh nuclear GR-EGFP,Dynein cargo inh cell count,NOD1 inhibition,GPR55 beta-arrestin,KOR beta-arrestin-2
Cc1sc(/C=C2\C(=O)ON=C2c2ccccc2)cc1Br,12%,1.5%,3%,4%,11%,-0.71,-0.11,-0.71,0.5,-17%,-0.2%,33%
Cn1nccc1C(=O)Nc1ccn(C23CC4CC(CC(C4)C2)C3)n1,6%,6.2%,-1%,-1%,8%,-0.73,-0.097,-0.27,0.76,14%,-0.3%,-30%
COc1ccc(NC(=O)C2CSC3c4ccccc4C(=O)N23)cc1 (centres undefined),7%,-5.8%,-5%,-2%,3%,0.32,-0.19,0.16,0.25,-5%,-0.2%,31%
COc1ccc(CN2CCN(CCC(C)C)C(CCO)C2)cc1Cn1cccn1 (centres undefined),-11%,-6.9%,-1%,-1%,-10%,-1.2,-0.27,-0.27,1.1,-16%,0.5%,9%[20 µM]
CCCOC(=O)NC(CC)COC(=O)Nc1cc(C)ccc1C (centres undefined),1%,-3.8%,-5%,-7%,9%,0.15,-0.2,0.26,-0.0098,15%,0.0%,20%
O=C(Nc1ncccn1)c1cccc(F)c1,nt,-3.5%,nt,21%,8%,nt,nt,nt,nt,15%,-0.3%,-21%[20 µM]
CCOC(=O)c1cc2c(C)n(-c3ccc(OCC)cc3)c(C)c2ccc1=O,11%,5.2%,14%,-23%,6%,-0.29,-0.21,0.15,0.91,7%,-0.1%,-42%
CC1(c2ccccc2)O[C@@H]2C[C@H]3[C@@H]4CCC5=CC(=O)C=C[C@]5(C)[C@@]4(F)[C@@H](O)C[C@]3(C)[C@]2(C(=O)CO)O1 (some centres undefined),-5%,0.4%,-1%,-4%,6%,-0.76,-0.27,-0.77,1.5,7%,-0.1%,13%

# Of the compounds above, two contain an NH in an aromatic ring.
SMILES,M17LAP inhibition,KOR beta-arrestin-1,M1AAP inhibition,AID2073,HEK293 NOD2/NF-kB,Dynein cargo inh,Dynein cargo inh cytoplasmic EGFP,Dynein cargo inh nuclear GR-EGFP,Dynein cargo inh cell count,NOD1 inhibition,GPR55 beta-arrestin,KOR beta-arrestin-2
O=C(c1ccc(F)c(F)c1)N1CCC2(CC1)NCCc1[nH]cnc12,nt,-1.5%,nt,2%,-15%,nt,nt,nt,nt,-5%,-0.2%,-9%
C=CC[n+]1cccc(-c2cc3ccc(C)cc3[nH]2)c1,nt,-2.5%,nt,7%,-2%,nt,nt,nt,nt,-3%,0.5%,3%

# High-throughput results: PubChem BioAssay, several laboratories
